NCI-60 one-dose screen, 48 h, at 10 µM unless noted. Numbers give growth in % (100 = growth as untreated, 0 = no growth, -100 = all killed).
RPMI-8226: RPMI-8226 leukemia cells | 77,000 tested, 7.5% active
K-562: K-562 leukemia; 78,000 tested, 7.4% active
MDA-MB-231: MDA-MB-231 breast cancer; 81,000 tested, 5% active
SR: SR leukemia cells; 73,000 tested, 8.7% active
MOLT-4: MOLT-4 leukemia cells; 80,000 tested, 6.9% active
MCF7: MCF7 breast cancer | 82,000 tested, 6.3% active | AID 1794796
CCRF-CEM: CCRF-CEM leukemia; 77,000 tested, 7% active
MDA-MB-468: MDA-MB-468 breast cancer; 78,000 tested, 8.5% active; AID 2202374
* hit, by the source's call; / = not tested or not shown; & = joins results of further samples; ! = not active in a repeat. How the source made its calls: active means growth percent below 10; inactive means the rest.

Order of results: MCF7 | MDA-MB-231 | SR | CCRF-CEM | MOLT-4 | MDA-MB-468 | K-562 | RPMI-8226
> O=C(Nc1cccc(Cl)c1)c1cc2ccccc2cc1O
  17&35 | -1.5*! | 3.9*! | 53&38 | 11&26 | 18&55 | 11&26 | -4.1*
> CCN(CC)CC(O)c1cc(-c2ccc(Cl)cc2)nc2c(C)c(Cl)ccc12 (configuration not stated)
  -92* | -82* | -80* | -37* | -72* | -89* | -75* | -32*
> CN1CCc2cc3c(c4c2C1(C)C(=O)c1ccccc1-4)OCO3 (configuration not stated)
  100 | 96 | 111 | 82 | 88 | 90 | 97 | 91
> CCOC(=O)C1=C(C)NC(C)=C(C(=O)OC(C)C)C1c1cccc(C#N)c1 (configuration not stated)
  94 | 95 | 91 | 103 | 89 | 79 | 94 | 108
> O=C(N/N=C\c1ccc(Cl)cc1)c1ccc2nc(-c3ccc(Cl)cc3)[nH]c2c1
  87 | 89 | 45 | 52 | 27 | 114 | 46 | 85
> CC[N+](C)(C)N
  92 | 106 | 94 | / | 104 | 96 | 103 | 101
> Cc1c(N=Cc2ccc(/C=C3/SC(=O)NC3=O)cc2)c(=O)n(-c2ccccc2)n1C
  99 | 83 | 85 | 88 | 104 | 96 | 87 | 95
> Clc1ccc(C(NC2CC3CCC2C3)c2ccccc2)cc1 (configuration not stated)
  99 | 103 | / | 105 | 110 | 113 | 95 | 101
> Cc1ccc(C(=O)CN2C=NC3C(N4CCOCC4)=NC=NC32)cc1 (configuration not stated)
  97 | 104 | 99 | 103 | 105 | 116 | 96 | /
> Cc1c(Cl)cccc1NC(=S)NC(=O)/C=C/c1ccccc1
  77 | 109 | 112 | 102 | 106 | 80 | 107 | 93
> N#Cc1c(-c2ccc(Cl)cc2)nc2c(C#N)c(Nc3ccccc3)nn2c1N
  86 | 105 | 99 | 88 | 108 | 104 | 103 | 103
> Cc1ccc(NC(=O)Cn2nncc2CN2C(=O)CSC2=O)c(C)c1
  101 | 109 | 98 | 104 | 109 | 114 | 116 | 108
> C=C(C)[C@@H]1CC[C@]2(C(=O)OC)CC[C@]3(C)[C@H](CC[C@@H]4[C@@]5(C)C/C(=C/c6cccc([N+](=O)[O-])c6)C(=O)C(C)(C)[C@@H]5CC[C@]43C)[C@@H]12
  95 | 94 | 97 | 97 | 99 | 120 | 89 | 97
> COc1cc(/C=C/C(=O)O)cc(Br)c1O
  101 | 92 | 137 | 109 | 126 | 96 | 120 | 105
> N#CC1=C(N)Oc2c(c(=O)[nH]c3ccccc23)C12C(=O)c1ccccc1C2=O
  84 | 82 | 86 | 119 | 91 | 93 | 94 | 96
> COc1ccccc1Oc1ccc(N=Cc2ccc(C)cc2)cc1
  96 | 105 | 94 | 89 | 95 | / | 96 | 102
> Cc1nc2ccc(C(F)(F)F)cn2c1C(=O)NC1CCCCCC1
  87 | 98 | 89 | 107 | 98 | 101 | 100 | /
> COc1ccc(Cc2nnc(SCC(=O)c3ccc(Cl)cc3)n2Cc2ccccc2)cc1
  99 | 90 | 79 | 82 | 71 | 84 | 71 | 75
> Clc1ccccc1/C=C/C=C1c2ccccc2-c2ccccc21
  54 | 113 | 99 | 106 | 98 | / | 102 | 94
> C=C[C@@H]1CCC/C=C/[C@@H]2C[C@H](O)C[C@H]2[C@H](O)/C=C/C(=O)O1
  -15* | -48* | -15* | 13 | -9.7* | -47* | 11 | 24
> C[n+]1cccc(C(=O)NO)c1
  98 | / | 99 | 107 | 107 | 92 | 114 | 102
> Cc1nc2ccc([N+](=O)[O-])cc2[nH]1
  91 | 110 | 89 | 105 | 92 | 112 | 104 | 102
> COc1cccc(-c2nn(-c3ccccc3)cc2-c2ccnc(NCCCO)c2)c1
  29 | 38 | 5.7* | 12 | 25 | 24 | 8.6* | 28
> Cc1ccc2c(c1)sc(C)[n+]2CCO
  97 | / | / | 88 | 116 | 95 | 111 | 55
> O=C1/C(=C/c2ccccc2)CN(C(=O)CCN2CCC(=NO)CC2)C/C1=C\c1ccccc1
  -22* | -32* | 8.0* | -2.6* | 8.9* | -23* | 6.5* | -29*
> C=C1C(=O)O[C@H]2[C@H]1CC/C(CNS(=O)(=O)c1ccc3ccccc3c1)=C\CC[C@@]1(C)O[C@@H]21
  -57* | 2.6* | -12* | -18* | -28* | -54* | -19* | -4.3*
> Cn1c(=O)[nH]c(=O)c2nc(CC(O)c3ccccc3)c(=O)[nH]c21 (configuration not stated)
  91 | 104 | 107 | 106 | 102 | 103 | 102 | 112
> COc1ccc(/C=N/n2c(COc3ccccc3)nc3ccccc3c2=O)cc1OC
  76 | 47 | 79 | 96 | 98 | 55 | 87 | 76
> O=c1c2cc(F)ccc2sc2c(NCCN3CCCC3)nc3ccccc3c12
  30 | 31 | 17 | 33 | 5.1* | 66 | -43* | 34
> CN(C)C=Nc1ccc([N+](=O)[O-])c2ccccc12
  90 | 108 | 96 | 90 | 97 | 92 | 98 | 92
> O=C(CN1CCN(Cc2ccc([N+](=O)[O-])cc2)CC1)Nc1nc(-c2cc3ccccc3oc2=O)cs1
  102 | 99 | 116 | 107 | 116 | 98 | 105 | 105
> COC(=N)c1ncc(-c2ccc(C(F)(F)F)cc2)c(N[C@@H]2C[C@H]3CC[C@@H]2C3)n1
  72 | 112 | 24 | 74 | 83 | 107 | 111 | 61
> O=C1Nc2ccccc2C1=Nc1ccc(O)cc1
  94 | 100 | 109 | 82 | 104 | 104 | 94 | 86
> CSc1nc(NC=O)cc(=O)[nH]1
  103 | 105 | 95 | 93 | 92 | 93 | 96 | 86
> CCCCN(CCCC)C1CCCC(OC(=O)NC)C1 (configuration not stated)
  116 | 100 | 88 | 93 | 83 | 99 | 102 | 88
> CC(C)CS(=O)(=O)c1ncnc2nc[nH]c12
  100 | 111 | 98 | 94 | 88 | 107 | 86 | 102
> CCOC(=O)C(=Cc1c(-c2ccccc2)[nH]c2ccccc12)C(=O)OCC
  42 | 63 | 10 | 4.2* | 1.4* | 13 | -6.5* | -48*
> NS(=O)(=O)c1ccc(Nc2nc(N3CCOCC3)c3ncccc3n2)cc1
  90 | 110 | 100 | 105 | 101 | 87 | 108 | 97
> C[C@H]1[C@H](/C=C/c2ccccc2)[C@@H]1CCO
  99 | 101 | 100 | 102 | 101 | 92 | 96 | 98
> Cc1cc(NCCCCNc2ccnc3cc(Cl)ccc23)nc(Nc2ccc(C(=O)N3CCCC3)cc2)n1
  13 | -22* | -29* | 2.0* | / | -27* | -25* | 2.2*
> CCOC(=O)c1ccc(N(C=O)CCC(=O)O)cc1
  98 | 114 | / | 92 | 73 | / | 101 | 101
> O=C(CSc1nnc(-c2ccc(-c3nc4ccccc4[nH]3)cc2)o1)Nc1ccc(C(=O)/C=C/c2ccc(Cl)cc2)cc1
  57 | 98 | 59 | 89 | 85 | 103 | 84 | 74
> CCCc1ccncc1
  98 | 100 | / | 100 | / | 105 | / | 112
> CCN(CC)CCOc1cccc(NC(=O)CN(CC)CC)c1
  96 | 108 | 117 | 105 | 126 | 94 | 95 | 110
> COc1ccc(-c2nnc(COc3ccc(NC(=O)Nc4cc(C(F)(F)F)cc(C(F)(F)F)c4)cc3F)o2)cc1
  1.5* | -23* | -13* | 16 | 8.9* | -9.2* | 9.2* | -26*
> CCc1ccc(S(N)(=O)=O)cc1
  89 | 108 | 98 | 105 | 104 | 92 | 98 | 106
> CC(C)OC(=O)CO
  96 | 121 | 93 | 103 | 96 | 107 | 94 | /
> Cc1cc(Cl)ccc1OCC(=O)OCC(C)(C)[N+](=O)[O-]
  104 | 97 | 102 | 102 | 107 | 101 | 98 | 104
> CC/C=C\C[C@H]1C/C=C2/C(=O)C=C[C@H]2C/C=C\CCCC(=O)O1
  46 | 41 | 4.6* | -6.1* | 14 | 32 | / | -10*
> O=S(=O)(Nc1nc2ccc(C(F)(F)F)cc2s1)c1ccccc1
  83 | 106 | 84 | 90 | 94 | 97 | 83 | 86
> COc1cc2ccn(CCC(=O)NCCC(C)C)c(=O)c2cc1OC
  92 | 122 | 111 | 104 | 105 | 86 | 104 | 107
> C=CCNC(=S)NNC(=O)CN1CCN(c2cc3c(cc2F)c(=O)c(C(=O)O)cn3C2CC2)CC1
  96 | 91 | 107 | 99 | 102 | 115 | / | 111
> COc1cc2c(c(OC)c1OC)C(=O)CC(c1cccc(NC(=O)c3cc(NC(=O)[C@H](C)NC(=O)OC(C)(C)C)ccc3Cl)c1)O2 (some centres not stated)
  35 | 70 | 31 | 43 | 32 | 53 | 41 | 38
> CCC(=O)Oc1cc(Cl)c(Cl)cc1Cl
  93 | 114 | 101 | 105 | 111 | 113 | 101 | 102
> Cn1cc(CC2CC(=O)N(c3ccccc3)C2=O)sc1=Nc1ccccc1 (configuration not stated)
  101 | 104 | 112 | 111 | 106 | 96 | 102 | 103
> Cc1ccccc1OCC(O)COc1ccccc1C
  91 | 103 | 114 | 85 | 131 | 105 | 114 | 107
> COc1ccc(-c2cc(NC(=O)Nc3cccc(Cl)c3)no2)cc1
  93 | 96 | / | 106 | 96 | 110 | 93 | 104
> CN(C)/C=C1\CC2C(=O)N(/C(=C/N(C)C)c3ccncc3)C(N(C)C)N2C1=O (configuration not stated)
  87 | 99 | 92 | 96 | 82 | 95 | 87 | 96
> CC(=O)Nc1cccc(Oc2c(/C=N/NC(=O)Cn3c(=O)sc4ccccc43)c(C)nn2-c2ccccc2)c1
  79 | 85 | 90 | 98 | 78 | 80 | 94 | 89
> O=[N+]([O-])c1ccc(/C=N/c2nnc(-c3ccccc3)o2)cc1
  94 | 96 | 107 | 103 | 95 | 92 | 102 | 104

Record cards, as listed above:
C=CCNC(=S)NNC(=O)CN1CCN(c2cc3c(cc2F)c(=O)c(C(=O)O)cn3C2CC2)CC1 across the screens: MCF7: 96; MDA-MB-231: 91; SR: 107; CCRF-CEM: 99; MOLT-4: 102; MDA-MB-468: 115; K-562: /; RPMI-8226: 111
O=S(=O)(Nc1nc2ccc(C(F)(F)F)cc2s1)c1ccccc1 across the screens: MCF7: 83; MDA-MB-231: 106; SR: 84; CCRF-CEM: 90; MOLT-4: 94; MDA-MB-468: 97; K-562: 83; RPMI-8226: 86

Other structures follow.
Order of results: MCF7 | MDA-MB-231 | SR | CCRF-CEM | MOLT-4 | MDA-MB-468 | K-562 | RPMI-8226
> NS(=O)(=O)c1ccc(NC(=O)Nc2cnn(-c3ccc(S(N)(=O)=O)cc3)c2-c2ccccc2)cc1
  95 | 108 | 92 | 95 | 91 | 108 | 94 | 111
> O=C(CSc1nc2ccccc2c(=O)[nH]1)NNC(=O)c1ccccc1
  89 | 97 | 89 | 109 | 110 | 145 | 99 | 95
> CN(C)c1ccc(/C=C/C#N)cc1
  90 | 112 | 95 | 95 | 112 | 93 | 98 | 97
> [2H]C([2H])([2H])Oc1cccc(/C=C/C(=O)/C=C(O)/C=C/c2cccc(OC([2H])([2H])[2H])c2OC([2H])([2H])[2H])c1OC([2H])([2H])[2H]
  27 | 102 | 90 | 85 | 96 | 45 | 92 | 96
> CCCC(=O)Nc1ccc(OCC)cc1
  98 | 114 | 108 | 83 | 112 | 101 | 109 | 111
> Cc1ccc2oc(=O)cc(-c3nnc(N)s3)c2c1
  89 | 102 | 104 | 24 | 99 | 92 | 99 | 72
> OCc1ccccc1O[C@@H]1O[C@H](CO)[C@@H](O)[C@H](O)[C@H]1O
  103 | 101 | / | / | 115 | 97 | / | /
> CN1CCN(CC#CCN=C[C@]23CCC(C)(C)C[C@H]2C2=CC[C@@H]4[C@@]5(C)CCC(=O)C(C)(C)[C@@H]5CC[C@@]4(C)[C@]2(C)CC3)CC1
  95 | 105 | 85 | 100 | 92 | 92 | 81 | 78
> CC1C(=O)N(c2ccccc2)C1c1ccccc1 (configuration not stated)
  111 | / | 96 | 114 | 113 | 92 | 102 | 98
> O=C(NC1CCCCC1)C(c1ccc(O)c(O)c1O)N(C(=O)c1cc(O)c(O)c(O)c1)c1cccc(O)c1 (configuration not stated)
  98 | 96 | 88 | 65 | 99 | 92 | 82 | 96
> Cc1cnc2[nH]cc(-c3csc(-c4c[nH]c5ncccc45)n3)c2c1
  74 | 61 | / | 83 | 97 | 65 | / | 91
> CC1=C/C(=C(\c2ccc(N(C)C)cc2)c2ccc([N+](C)(C)C)cc2)C=CC1=[N+](C)C
  60 | 94 | 61 | 86 | 106 | 71 | 38 | 2.5*

Of the compounds above, these contain an NH in an aromatic ring:
Order of results: MCF7 | MDA-MB-231 | SR | CCRF-CEM | MOLT-4 | MDA-MB-468 | K-562 | RPMI-8226
> O=C(N/N=C\c1ccc(Cl)cc1)c1ccc2nc(-c3ccc(Cl)cc3)[nH]c2c1
  87 | 89 | 45 | 52 | 27 | 114 | 46 | 85
> N#CC1=C(N)Oc2c(c(=O)[nH]c3ccccc23)C12C(=O)c1ccccc1C2=O
  84 | 82 | 86 | 119 | 91 | 93 | 94 | 96
> Cc1nc2ccc([N+](=O)[O-])cc2[nH]1
  91 | 110 | 89 | 105 | 92 | 112 | 104 | 102
> Cn1c(=O)[nH]c(=O)c2nc(CC(O)c3ccccc3)c(=O)[nH]c21 (configuration not stated)
  91 | 104 | 107 | 106 | 102 | 103 | 102 | 112
> CSc1nc(NC=O)cc(=O)[nH]1
  103 | 105 | 95 | 93 | 92 | 93 | 96 | 86
> CC(C)CS(=O)(=O)c1ncnc2nc[nH]c12
  100 | 111 | 98 | 94 | 88 | 107 | 86 | 102
> CCOC(=O)C(=Cc1c(-c2ccccc2)[nH]c2ccccc12)C(=O)OCC
  42 | 63 | 10 | 4.2* | 1.4* | 13 | -6.5* | -48*
> O=C(CSc1nnc(-c2ccc(-c3nc4ccccc4[nH]3)cc2)o1)Nc1ccc(C(=O)/C=C/c2ccc(Cl)cc2)cc1
  57 | 98 | 59 | 89 | 85 | 103 | 84 | 74
> O=C(CSc1nc2ccccc2c(=O)[nH]1)NNC(=O)c1ccccc1
  89 | 97 | 89 | 109 | 110 | 145 | 99 | 95
> Cc1cnc2[nH]cc(-c3csc(-c4c[nH]c5ncccc45)n3)c2c1
  74 | 61 | / | 83 | 97 | 65 | / | 91
